Compound activity as filed in PubChem.
PG9 Ab binder – PG9 antibody binding by small molecule; TR-FRET gp120-PG9 antibody binding; AID 624416; 360,000 tested, 0.43% active; inhibition, % at 6.7 µM; in the data active = inhibition above about 8.5%
rCAG binder – binds r(CAG) RNA repeats. r(CAG) RNA repeat, TO-PRO-1 dye displacement fluorescence. inhibition, % at 3 µM. 370,000 tested, 1.3% active. AID 651821;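 active = inhibition above the plate cutoff, the mean of all test compounds on that plate plus 3 SD, cut at about 35% in these data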;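 also: 0% = DMSO alone and 100% = 100 µM mitoxantrone as full dye displacement; higher means more dye released from RNA so lower well fluorescence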
LEDGF integ inh – blocks HIV-1 LEDGF/p75-dependent DNA integration; TR-FRET IN-LEDGF/p75 DNA integration, Eu/Cy5; inhibition, % at 3.7 µM; 370,000 tested, 0.64% active; AID 743269;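 active = inhibition above the screen-wide mean plus 3 SD, cut at about 13% in these data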;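 also: signal is the Cy5 over europium emission ratio at 671 and 618 nm; 0% = plate median of compound wells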
mABHD4 FP – inhibits mouse alpha/beta hydrolase domain 4 | Q8VD66 | purified mABHD4, FP-Rh probe fluorescence polarization | inhibition, % at 8.92 µM | 370,000 tested, 0.54% active | AID 720543;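 active = inhibition exceeding the mean over every tested compound plus 3 SD, cut at about 30% in these data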;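 also: 0% = plate median of compound wells and 100% = S159A mutant with DMSO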
Target sequence (Q8VD66 whole entry, looked up, the tested form may be a part): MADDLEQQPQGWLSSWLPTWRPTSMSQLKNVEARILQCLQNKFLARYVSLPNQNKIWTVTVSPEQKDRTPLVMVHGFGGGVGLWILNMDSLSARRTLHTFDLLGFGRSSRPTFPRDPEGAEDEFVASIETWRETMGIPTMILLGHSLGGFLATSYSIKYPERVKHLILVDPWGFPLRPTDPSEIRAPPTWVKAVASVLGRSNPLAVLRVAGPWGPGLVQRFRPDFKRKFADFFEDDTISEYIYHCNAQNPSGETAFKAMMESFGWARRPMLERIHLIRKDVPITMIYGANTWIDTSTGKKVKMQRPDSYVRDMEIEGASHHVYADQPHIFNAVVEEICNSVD
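Assay system: mABHD4 protein; medium: HEPES pH 7.0, NaCl, Pluronic buffer; dosing: 8.92 µM, single dose; schedule: 45 min + 60 min at 25 °C; signal: FP readout, ex 525 nm / em 598 nm; read-out: normalized percent inhibition of probe labeling; repeats: single replicate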
UHRF1 binding – UHRF1 methyl-DNA binding inhibition; Q96T88; UHRF1 binding to methylated oligo, TR-FRET; inhibition, % at 4.4 µM; 370,000 tested, 0.75% active; in the data active = inhibition above about 21%;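 also: UHRF1 SRA domain binding a hemimethylated CpG hairpin DNA probe; 0% = median of test compound wells and 100% = reference inhibitor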
PRMT1 inh – blocks human protein arginine methyltransferase 1. AID 652257. 370,000 tested, 1.3% active. recombinant PRMT1, activity-based probe fluorescence polarization. inhibition, % at 2.79 µM;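 active = inhibition above about 21% made by adding two undisclosed values, limit read from the data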
TCR-CD3 inh – blocks the human TCR-CD3 interaction. TAMRA-labeled TCR probe fluorescence, biochemical. AID 651800. 360,000 tested, 0.37% active. inhibition, % at 9.4 µM; in the data active = inhibition above about 19%;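 also: recombinant mutant TCR 2C K166C tagged with TAMRA read by polarization; 0% = receptor in buffer alone and 100% = receptor with positive control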
HTRA1 inhibitor – blocks human HTRA1 serine peptidase. Q92743. recombinant HTRA1, FP-rhodamine activity-based probe, fluorescence polarization. inhibition, % at 5.96 µM. 340,000 tested, 0.5% active. AID 504803; in the data active = inhibition above about 36%;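 also: 0% = enzyme with DMSO and 100% = wells lacking enzyme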
Target sequence (Q92743 whole entry, looked up): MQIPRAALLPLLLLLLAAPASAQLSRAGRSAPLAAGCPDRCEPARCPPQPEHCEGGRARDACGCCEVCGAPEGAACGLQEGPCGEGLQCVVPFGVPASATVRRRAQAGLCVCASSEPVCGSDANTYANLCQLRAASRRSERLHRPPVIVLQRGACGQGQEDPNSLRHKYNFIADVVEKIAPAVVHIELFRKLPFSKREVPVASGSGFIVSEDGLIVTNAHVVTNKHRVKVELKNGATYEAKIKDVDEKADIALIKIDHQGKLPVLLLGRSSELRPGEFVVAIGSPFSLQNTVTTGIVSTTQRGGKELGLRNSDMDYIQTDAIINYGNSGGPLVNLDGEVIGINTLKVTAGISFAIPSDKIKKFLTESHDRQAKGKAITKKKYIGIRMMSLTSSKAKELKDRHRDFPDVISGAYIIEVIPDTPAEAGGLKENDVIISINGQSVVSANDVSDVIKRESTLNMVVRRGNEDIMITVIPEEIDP
Rev-erbA mod – Rev-erb alpha (human) modulation; P20393; Rev-erbα–FITC-DNA binding, fluorescence polarization, 90 min; activity, % at 10 µM; 370,000 tested, 0.79% active; AID 1259318;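 active = activity above about 14%, limit read from the data; passing the limit was not always enough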;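 also: 0% = DMSO wells with 35 nM protein and 100% = DMSO wells with 750 nM protein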
MBD2 DNA inh – blocks human MBD2 binding to methylated DNA; Q9UBB5; TR-FRET, MBD2 binding to methylated oligonucleotide; inhibition, % at 4.4 µM; 370,000 tested, 0.31% active; AID 686964; in the data active = inhibition above about 13%
Active calls of the source: *. An excerpt; the hit share may differ from the screen's.

Results for CCC(=O)NC(=S)Nc1cccc(Cl)c1N1CCCC1 ?
PG9 Ab binder: 1.6; rCAG binder: -5; LEDGF integ inh: 3; mABHD4 FP: 0; UHRF1 binding: -1; PRMT1 inh: -2; TCR-CD3 inh: 6; HTRA1 inhibitor: -10; Rev-erbA mod: 5; MBD2 DNA inh: -4

Results for O=C(CN1CC(=O)Oc2ccccc21)OCC(=O)c1ccccc1 ?
PG9 Ab binder: -0.2; rCAG binder: 2; LEDGF integ inh: 0; mABHD4 FP: -3; UHRF1 binding: -5; PRMT1 inh: 1; TCR-CD3 inh: 0; HTRA1 inhibitor: -1; Rev-erbA mod: 5; MBD2 DNA inh: -5

What do the screens show for `O=C(O)CCCCCN1C(=O)CCC1=O`?
PG9 Ab binder: 0.0; rCAG binder: 1; LEDGF integ inh: 2; mABHD4 FP: -2; UHRF1 binding: 18; PRMT1 inh: 1; TCR-CD3 inh: 3; HTRA1 inhibitor: -1; Rev-erbA mod: 2; MBD2 DNA inh: 4

What do the screens show for `COc1cc(-c2noc(C)c2C#Cc2ccc(N)cc2)cc(OC)c1OC`?
PG9 Ab binder: 0.8; rCAG binder: 10; LEDGF integ inh: -2; mABHD4 FP: -1; UHRF1 binding: 4; PRMT1 inh: -4; TCR-CD3 inh: 0; HTRA1 inhibitor: -4; Rev-erbA mod: -1; MBD2 DNA inh: 3

How did COc1ccc(N2CC(C(=O)NC3=NCCS3)CC2=O)cc1 (stereo unspecified) do in these assays?
PG9 Ab binder: -0.1; rCAG binder: -2; LEDGF integ inh: 4; mABHD4 FP: 4; UHRF1 binding: 0; PRMT1 inh: -1; TCR-CD3 inh: 5; HTRA1 inhibitor: -2; Rev-erbA mod: 1; MBD2 DNA inh: 1

What do the screens show for `Cn1c(=O)[nH]c(Nc2ccc(F)cc2)c([N+](=O)[O-])c1=O`?
PG9 Ab binder: -1.7; rCAG binder: 2; LEDGF integ inh: 3; mABHD4 FP: 0; UHRF1 binding: -1; PRMT1 inh: 1; TCR-CD3 inh: 5; HTRA1 inhibitor: 8; Rev-erbA mod: -2; MBD2 DNA inh: 1

Results for C/C(=C/c1ccccc1)C(=O)N1CCC(C)CC1 ?
PG9 Ab binder: 0.0; rCAG binder: -3; LEDGF integ inh: -2; mABHD4 FP: 0; UHRF1 binding: -2; PRMT1 inh: 4; TCR-CD3 inh: 8; HTRA1 inhibitor: -4; Rev-erbA mod: -7; MBD2 DNA inh: -3

Results for Cc1cc2ccccc2c(=O)n1CC(=O)Nc1ccc2c(c1)OCO2 ?
PG9 Ab binder: -2.7; rCAG binder: 0; LEDGF integ inh: 1; mABHD4 FP: 1; UHRF1 binding: 1; PRMT1 inh: -1; TCR-CD3 inh: -2; HTRA1 inhibitor: -3; Rev-erbA mod: 2; MBD2 DNA inh: 3

Results for Oc1cccc(/C=N/Nc2ccc(Cl)nn2)c1 ?
PG9 Ab binder: -3.5; rCAG binder: 1; LEDGF integ inh: 1; mABHD4 FP: -4; UHRF1 binding: -3; PRMT1 inh: 0; TCR-CD3 inh: -11; HTRA1 inhibitor: -1; Rev-erbA mod: 3; MBD2 DNA inh: 4

How did O=C(CSc1nnc(C2CC2)n1CC1CCCO1)Nc1ccc(Cl)cc1 (stereo unspecified) do in these assays?
PG9 Ab binder: 0.7; rCAG binder: -1; LEDGF integ inh: -2; mABHD4 FP: 2; UHRF1 binding: -1; PRMT1 inh: 2; TCR-CD3 inh: -4; HTRA1 inhibitor: 0; Rev-erbA mod: -1; MBD2 DNA inh: 0

How did COc1ccc(C(=O)NC2CCN(CC(=O)Nc3cccc(OC)c3)CC2)cc1 do in these assays?
PG9 Ab binder: -0.8; rCAG binder: -5; LEDGF integ inh: -3; mABHD4 FP: 7; UHRF1 binding: 0; PRMT1 inh: 2; TCR-CD3 inh: -4; HTRA1 inhibitor: -3; Rev-erbA mod: -4; MBD2 DNA inh: 0

What do the screens show for `Cc1cc(C)c2[nH]c(O)c(N=NC3=NC(=O)CS3)c2c1`?
PG9 Ab binder: -9.4; rCAG binder: 17; LEDGF integ inh: 1; mABHD4 FP: 18; UHRF1 binding: -8; PRMT1 inh: -2; TCR-CD3 inh: 3; HTRA1 inhibitor: 29; Rev-erbA mod: -6; MBD2 DNA inh: -14

Results for O=C(/C=C/c1cc([N+](=O)[O-])ccc1OC(F)F)Nc1ccc(OC(F)F)cc1 ?
PG9 Ab binder: -1.7; rCAG binder: -1; LEDGF integ inh: 1; mABHD4 FP: 3; UHRF1 binding: 2; PRMT1 inh: -2; TCR-CD3 inh: 8; HTRA1 inhibitor: 2; Rev-erbA mod: 0; MBD2 DNA inh: -7

How did CN(C)C(CNC(=O)c1c(F)cccc1Cl)c1ccco1 (stereo unspecified) do in these assays?
PG9 Ab binder: -1.1; rCAG binder: 2; LEDGF integ inh: 3; mABHD4 FP: -9; UHRF1 binding: 0; PRMT1 inh: 1; TCR-CD3 inh: 3; HTRA1 inhibitor: 6; Rev-erbA mod: -3; MBD2 DNA inh: 0

How did CC(=O)Nc1ccc(NC(=O)CSc2ccc(-c3ccc(-n4ccnc4)cc3)nn2)cc1 do in these assays?
PG9 Ab binder: 4.6; rCAG binder: -1; LEDGF integ inh: 1; mABHD4 FP: 2; UHRF1 binding: -4; PRMT1 inh: 0; TCR-CD3 inh: 4; HTRA1 inhibitor: 7; Rev-erbA mod: -18; MBD2 DNA inh: 0

What do the screens show for `Cn1cc(S(=O)(=O)N2CCNCC2)cc1C(N)=O`?
PG9 Ab binder: -0.9; rCAG binder: 4; LEDGF integ inh: -2; mABHD4 FP: -5; UHRF1 binding: -1; PRMT1 inh: -5; TCR-CD3 inh: 2; HTRA1 inhibitor: 0; Rev-erbA mod: -10; MBD2 DNA inh: -3

How did Cc1cc(/C=C2/SC(=O)N(CC(=O)OC(C)C)C2=O)c(C)n1C do in these assays?
PG9 Ab binder: -2.1; rCAG binder: 0; LEDGF integ inh: -2; mABHD4 FP: 5; UHRF1 binding: 2; PRMT1 inh: 2; TCR-CD3 inh: 1; HTRA1 inhibitor: -2; Rev-erbA mod: 6; MBD2 DNA inh: -6

What do the screens show for `CCN(CC(=O)Nc1ccccc1C(F)(F)F)CC(=O)c1[nH]c(C)c(C(C)=O)c1C`?
PG9 Ab binder: 1.6; rCAG binder: 3; LEDGF integ inh: 1; mABHD4 FP: -9; UHRF1 binding: 2; PRMT1 inh: 4; TCR-CD3 inh: -5; HTRA1 inhibitor: -7; Rev-erbA mod: -3; MBD2 DNA inh: 2

Results for COc1cccc(C(=O)N2CCC[C@@H]2C(=O)N2CCC[C@@H]2C(=O)NCc2ccccc2Cl)c1 ?
PG9 Ab binder: -0.5; rCAG binder: -1; LEDGF integ inh: -3; mABHD4 FP: 2; UHRF1 binding: 1; PRMT1 inh: 0; TCR-CD3 inh: -8; Rev-erbA mod: 3; MBD2 DNA inh: 3

How did Cc1nn(Cc2ccc(Cl)cc2Cl)c(C)c1NC(=O)c1nn(C)cc1Cl do in these assays?
PG9 Ab binder: -2.7; rCAG binder: -7; LEDGF integ inh: 5; mABHD4 FP: 1; UHRF1 binding: -1; PRMT1 inh: -1; TCR-CD3 inh: 2; HTRA1 inhibitor: -9; Rev-erbA mod: 5; MBD2 DNA inh: 3

Results for COc1ccc(OC)c(NC(=O)Cc2coc3ccc4ccccc4c23)c1 ?
PG9 Ab binder: -0.8; rCAG binder: 2; LEDGF integ inh: 2; mABHD4 FP: -18; UHRF1 binding: 0; PRMT1 inh: 3; TCR-CD3 inh: -8; HTRA1 inhibitor: -36; Rev-erbA mod: 4; MBD2 DNA inh: 4

Results for C[C@@H]1CCCCO[C@@H](CN(C)S(C)(=O)=O)[C@@H](C)CN([C@H](C)CO)C(=O)c2cc(N(C)C)ccc2O1 ?
PG9 Ab binder: -0.3; rCAG binder: 9; LEDGF integ inh: -1; mABHD4 FP: 5; UHRF1 binding: 3; PRMT1 inh: 0; TCR-CD3 inh: 8; HTRA1 inhibitor: 8; Rev-erbA mod: -3; MBD2 DNA inh: 2

Results for O=C1NCCOC(=O)[C@H](Cc2ccc(F)cc2)CC/C=C/C[C@@H]1CC(=O)N(CCO)Cc1ccccc1 ?
PG9 Ab binder: 1.6; rCAG binder: -5; LEDGF integ inh: -3; mABHD4 FP: 4; UHRF1 binding: 4; PRMT1 inh: -3; TCR-CD3 inh: 2; HTRA1 inhibitor: -2; Rev-erbA mod: 0; MBD2 DNA inh: -2

How did COc1ccc(F)c(CN2CCC(n3nccc3NC(=O)C3CCOC3)CC2)c1 (stereo unspecified) do in these assays?
PG9 Ab binder: -0.6; rCAG binder: -5; LEDGF integ inh: -4; mABHD4 FP: -7; UHRF1 binding: 1; PRMT1 inh: 1; TCR-CD3 inh: -7; HTRA1 inhibitor: 2; Rev-erbA mod: 5; MBD2 DNA inh: 4

Results for COc1ccccc1-c1nnc(SCC(=O)c2ccc(C3CCCCC3)cc2)n1Cc1ccco1 ?
PG9 Ab binder: -0.1; rCAG binder: 6; LEDGF integ inh: 1; mABHD4 FP: -14; UHRF1 binding: 0; PRMT1 inh: 4; TCR-CD3 inh: -4; HTRA1 inhibitor: -79; Rev-erbA mod: 0; MBD2 DNA inh: 5

What do the screens show for `O=C(NNc1nc(-c2ccc(Cl)cc2)cs1)c1ccco1`?
PG9 Ab binder: -1.9; rCAG binder: 16; LEDGF integ inh: -1; mABHD4 FP: -14; UHRF1 binding: -2; PRMT1 inh: 21; TCR-CD3 inh: -1; HTRA1 inhibitor: 0; Rev-erbA mod: 0; MBD2 DNA inh: 6

How did CC(C(=O)N(C)C1CCS(=O)(=O)C1)N1C(=O)/C(=C/c2cccs2)SC1=S (stereo unspecified) do in these assays?
PG9 Ab binder: -0.9; rCAG binder: 0; LEDGF integ inh: 0; mABHD4 FP: -3; UHRF1 binding: 6; PRMT1 inh: -2; TCR-CD3 inh: 5; HTRA1 inhibitor: 3; Rev-erbA mod: -5; MBD2 DNA inh: -2

What do the screens show for `O=C(NC1CCCC1)C(c1ccccc1)N(Cc1ccco1)C(=O)Cc1cccs1` (stereo unspecified)?
PG9 Ab binder: -1.7; rCAG binder: -4; LEDGF integ inh: 1; mABHD4 FP: 1; UHRF1 binding: 1; PRMT1 inh: 2; TCR-CD3 inh: -5; HTRA1 inhibitor: -11; Rev-erbA mod: -1; MBD2 DNA inh: 0

How did CC(=O)N1CCCc2cc(S(=O)(=O)N3CCCC(C(=O)Nc4ccccc4C)C3)ccc21 (stereo unspecified) do in these assays?
PG9 Ab binder: -1.7; rCAG binder: -4; LEDGF integ inh: 1; mABHD4 FP: 0; UHRF1 binding: 1; PRMT1 inh: 0; TCR-CD3 inh: -2; HTRA1 inhibitor: -2; Rev-erbA mod: -1; MBD2 DNA inh: -7

What do the screens show for `COc1ccc(O)c(CN2CCCC(N3CCN(c4ccccc4OC)CC3)C2)c1` (stereo unspecified)?
PG9 Ab binder: -1.5; rCAG binder: -8; LEDGF integ inh: 2; mABHD4 FP: -4; UHRF1 binding: 1; PRMT1 inh: -3; TCR-CD3 inh: -5; HTRA1 inhibitor: -3; Rev-erbA mod: 7; MBD2 DNA inh: -2
